Compound activity (PubChem BioAssay)
HADH2 inh: inhibitors of human HADH2 dehydrogenase. Q99714. recombinant HADH2, NADH fluorescence, beta-hydroxybutyryl-CoA. Potency, µM (doses to about 57.1 µM), without a hit: at the top dose activity change, negative = inhibition, actives largely listed as inhibitors. 73,000 compounds, 3.4% hits. AID 886; also: potency is read from the fitted curve at half-maximal effect; % is scaled to controls: 0 for no effect and ±100 for the full control effect; nearly all actives have a fitted effect of over 60% in size; many of its hits are not listed in these tables
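Read-out: 360 nm excitation, 450 nm emission, kinetic over 4 min. Conditions: His-tagged human HADH2 20 nM, pH 9.0 Tris with Tween-20, 1 mM NAD+, 90 uM beta-hydroxybutyryl-CoA.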
Tau filament bind: binds recombinant human tau filaments; 71,000 compounds, 2% hits; Potency, µM (doses to about 57.1 µM), inactives show top-dose activity change, negative = inhibition; P10636; recombinant tau filaments, thioflavin S fluorescence, 15 h; filaments grown with octadecylsulfate alongside compound;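 also: potency is read from the fitted curve at half-maximal effect; % is scaled to controls: 0 for no effect and ±100 for the full control effect; actives lower thioflavin S fluorescence by blocking filaments or displacing dye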
Target sequence (P10636 whole entry, looked up): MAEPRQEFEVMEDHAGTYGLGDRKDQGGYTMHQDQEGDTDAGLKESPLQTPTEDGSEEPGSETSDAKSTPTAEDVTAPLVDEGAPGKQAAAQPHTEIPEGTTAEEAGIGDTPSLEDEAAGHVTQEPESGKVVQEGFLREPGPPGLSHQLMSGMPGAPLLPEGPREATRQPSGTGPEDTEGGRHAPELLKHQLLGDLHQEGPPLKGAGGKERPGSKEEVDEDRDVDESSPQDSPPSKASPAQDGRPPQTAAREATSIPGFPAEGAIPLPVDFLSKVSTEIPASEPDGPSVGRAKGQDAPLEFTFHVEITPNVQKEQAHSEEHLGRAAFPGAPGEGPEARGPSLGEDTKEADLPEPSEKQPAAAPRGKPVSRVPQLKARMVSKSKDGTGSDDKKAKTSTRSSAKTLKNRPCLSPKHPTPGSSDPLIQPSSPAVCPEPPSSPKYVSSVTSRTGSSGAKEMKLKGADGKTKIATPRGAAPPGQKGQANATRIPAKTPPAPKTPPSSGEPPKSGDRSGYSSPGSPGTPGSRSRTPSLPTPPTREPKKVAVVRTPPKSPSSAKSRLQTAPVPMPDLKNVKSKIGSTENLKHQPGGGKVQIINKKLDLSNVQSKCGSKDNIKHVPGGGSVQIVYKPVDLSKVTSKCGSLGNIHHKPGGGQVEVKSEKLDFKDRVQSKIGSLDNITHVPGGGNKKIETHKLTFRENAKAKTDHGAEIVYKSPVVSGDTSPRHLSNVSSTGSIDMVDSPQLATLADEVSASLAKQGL
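Assay mix: 1 uM His-tagged tau, 30 uM sodium octadecylsulfate, thioflavine S dye in HEPES/NaCl/DTT buffer. Compound is added prior to the inducer. Fluorescence after 15 h at 37 C.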
Caspase-1 inhib: caspase-1 (human) inhibition, allosteric or competitive; Caspase-1 enzyme, Ac-WEHD-AFC fluorogenic rate; Potency, µM (doses to about 57.5 µM), inactives show at the top dose activity change, negative = inhibition, most hits filed as inhibitors; 75,000 compounds, 0.03% hits; P29466;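 also: potency is read from the fitted curve at half-maximal effect; plate controls were vehicle for no effect and no substrate for full effect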
Target sequence (P29466 120-297 limits assumed): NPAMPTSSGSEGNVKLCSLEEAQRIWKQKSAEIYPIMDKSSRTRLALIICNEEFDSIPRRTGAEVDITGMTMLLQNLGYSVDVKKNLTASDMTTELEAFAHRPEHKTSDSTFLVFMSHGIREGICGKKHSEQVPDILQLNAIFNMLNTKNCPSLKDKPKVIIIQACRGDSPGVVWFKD
Target sequence (P29466 317-404 limits assumed): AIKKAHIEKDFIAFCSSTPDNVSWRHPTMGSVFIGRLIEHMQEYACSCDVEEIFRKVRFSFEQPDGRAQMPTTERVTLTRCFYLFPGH
Rhodamine fluor: compound autofluorescence in rhodamine spectral region | Rhodamine-region fluorescence, 547/598 nm, Tris buffer; stronger effect = higher value | max dye-equivalent concentration, M | 59,000 compounds, 0.05% hits | AID 594; in the data active = max dye-equivalent concentration above about 11 nM; inconclusive = between about 1.1 nM and that limit
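qHTS spectral profiling of compounds without any target or enzyme present, in pH 8.0 Tris buffer; plates were read after a 15-minute room-temperature incubation using the rhodamine-region filter set.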
BRCT inh green: inhibitors of human BRCA1 BRCT-phosphoprotein interaction (green fluorophore); 75,000 compounds, 0.05% hits; Potency, µM (series often up to 76.9 µM), without a hit: top-dose activity change, negative = inhibition, actives largely listed as inhibitors; BRCA1 BRCT-phosphopeptide binding, green fluorescence polarization; P38398;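 also: potency is read from the fitted curve at half-maximal effect; plate controls were peptide without protein for full effect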
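Fluorescence polarization: His-tagged BRCT (~35 kDa BRCA1 C-terminus, 250 nM) bound to 100 nM fluorescein-labeled phosphorylated 10-aa BACH1 peptide, pH 7.3 phosphate buffer with DTT and Tween 20. Compounds incubated 12 min at room temperature; inhibition read as lowered polarization.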
DNA Pol III inh: DNA polymerase III holoenzyme inhibition | AID 603 | 71,000 compounds, 0.25% hits | Potency, µM (titrated, usually from 57.1 µM), for inactives: at the top dose activity change, negative = inhibition | reconstituted DNA polymerase III holoenzyme replication, biochemical; also: potency is read from the fitted curve at half-maximal effect; % is scaled to controls: 0 for no effect and ±100 for the full control effect
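Reconstituted *E. coli* holoenzyme (0.35 nM Pol III, 1 nM beta, 154 nM SSB, 2 nM primase) was preincubated with compound for 15 min at RT. Synthesis on 1.4 nM ssM13Gori ran 35 min, then was stopped with PicoGreen/EDTA and read as dsDNA fluorescence.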
Caspase-7 inhib: allosteric or competitive inhibitors of human caspase-7; P55210; 75,000 compounds, 0.02% hits; recombinant caspase-7, Ac-DEVD-AFC fluorescence rate; AID 889; Potency, µM (doses to about 57.5 µM), inactives show at the top dose activity change, negative = inhibition, most hits filed as inhibitors; active = well fitted inhibition curve with a large enough effect in the main read-out, with a control signal flat, not every such curve was filed as active; inconclusive = small, poorly fitted or top-dose-only effect, or a change in a side signal; also: potency is read from the fitted curve at half-maximal effect; % of control where 0% means no effect
BRCT PPI red: disrupts BRCA1 BRCT binding to phosphoprotein, red fluorophore readout; BRCT-phosphopeptide binding, red fluorescence polarization; 75,000 compounds, 0.03% hits; Potency, µM (series often up to 76.9 µM), for the others: top-dose activity change, negative = inhibition, most hits filed as inhibitors; also: % is scaled to controls: 0 for no effect and ±100 for the full control effect
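Fluorescence polarization: 100 nM His-tagged BRCA1 BRCT with 100 nM TAMRA-labelled phospho-BACH1 decapeptide, phosphate buffer pH 7.3 with 150 mM NaCl, DTT, 0.01% Tween 20; 12 min RT. Binding inhibition seen as FP decrease.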
15-hLO inh: inhibitors of human 15-lipoxygenase (ALOX15). Potency, µM (top dose mostly 57.1 µM), without a hit: top-dose activity change, negative = inhibition, actives largely listed as inhibitors. purified 15hLO-1, xylenol orange hydroperoxide absorbance. AID 887. 74,000 compounds, 1.4% hits. P16050; also: potency is read from the fitted curve at half-maximal effect; % is scaled to controls: 0 for no effect and ±100 for the full control effect; nearly all actives have a fitted effect of over 55% in size
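Quantitative HTS in 25 mM Hepes pH 7.5 containing 0.01% Triton X-100: human 15hLO-1 at 40 nM, arachidonic acid at 50 uM, 6 min turnover. Product quantified via ferrous oxidation/xylenol orange, 573:405 nm absorbance ratio.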
HEK293 cAMP cs: raises cAMP in parental HEK293 cells, TSHR agonist counter-screen; parental HEK293 CNG cAMP sensor, membrane potential fluorescence; Potency, µM (top dose mostly 57.1 µM), without a hit: at the top dose activation, hits mostly activators; 73,000 compounds, 2.5% hits; AID 938; also: potency is read from the fitted curve at half-maximal effect; % of control where 0% means no effect; nearly all actives have a fitted effect of over 55% in size
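Parental HEK 293 cells stably expressing a cAMP-gated CNG channel were loaded with membrane potential dye containing 100 uM RO 20-1724 for 60 min. Compound added for 30 min; depolarization read as fluorescence intensity at 590 nm.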
USP2a inh: blocks human ubiquitin-specific protease USP2a | AID 927 | O75604 | USP2a enzymatic assay, qHTS inhibition | 60,000 compounds, 0.1% hits | Potency, µM (top dose mostly 38.3 µM), for inactives: at the highest dose activity change, negative = inhibition, actives largely listed as inhibitors;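 also: potency is read from the fitted curve at half-maximal effect; nearly all actives have a fitted effect of over 60% in size; plate controls were DMSO for no effect and NEM full inhibition control for full effect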
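Inhibition is measured in a cell-free coupled assay with 20 nM USP2 core, 20 nM Ub-PLA2 and 20 uM NBD C6-HPC, 2.5 h incubation. Activity normalized to NEM control.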
An asterisk follows results filed as active; i = inactive; ? = inconclusive; · = no result given; [ ] = remark or other dose. Unless noted, calls follow the shape of the dose curve; as a rule, active = well fitted curve in the direction sought with a large enough effect; inconclusive = small, poorly fitted or top-dose-only effect, or another doubt; inactive = no such curve, though single readings can be large; an effect the other way counts as inactive or inconclusive.

mol,HADH2 inh,Tau filament bind,Caspase-1 inhib,Rhodamine fluor,BRCT inh green,DNA Pol III inh,Caspase-7 inhib,BRCT PPI red,15-hLO inh,HEK293 cAMP cs,USP2a inh
CCn1nnc(-c2ccccc2NS(=O)(=O)c2ccc(S(=O)(=O)N3CCCCCC3)cc2)n1,13%,-9%,-1%,i,-0.2%,-6%,-2%,-0.4%,5%,10%,27%
Cn1c(CN2CCCCC2)nc2cc(NC(=O)c3ccc(F)cc3)ccc21,-1%,0%,-2%,i,-1.6%,3%,-1%,0.0%,15%,23%,17%
CCN1C(=O)N[C@@H](c2ccccc2)C1=O,-5%[25.6 µM],9%[25.6 µM],-3%[25.7 µM],i,0.2%[34.4 µM],-3%[25.6 µM],2%[25.7 µM],0.5%[34.4 µM],-8%[25.6 µM],0%[25.6 µM],-16%[17.1 µM]
CC(C)=C1C2CCC1C(C(=O)NCc1ccccc1)C2C(=O)O (stereo not drawn),0%,-11%,1%,·,-3.9%,-11%,1%,-0.9%,2%,12%,6%
CCOC(=O)OCC1OC(C#CC(C)(C)C)C=CC1OC(=O)OCC (stereo not drawn),10%[11.4 µM],·,-1%[11.5 µM],·,-2.3%[15.4 µM],·,-3%[11.5 µM],-0.6%[15.4 µM],4%[11.4 µM],-2%[11.4 µM],·
COc1ccccc1-c1nc(C#N)c(N2CCN(c3cccc(Cl)c3)CC2)o1,32µM*,6%,-2%,i,-1.5%,5%,-1%,0.1%,6%,?,3%
O=C(COC(=O)Cc1cn2ccsc2n1)NCc1ccc2c(c1)OCO2,15%,0%,0%,i,-1.6%,-7%,7%,-4.3%,-6%,1%,11%
CCCC(O)(CCN(C)C)c1ccc(OC)cc1 (stereo not drawn),0%,-8%,0%,i,-4.8%,6%,-1%,-0.9%,10%,26%,10%
CN1CCCC(OC(=O)COc2ccccc2)C1 (stereo not drawn),1%,-5%,0%,i,-1.5%,5%,1%,-3.9%,-1%,2%,-2%
CCN1C(=O)/C(=C/N(C)C)c2ccccc21,-15%,2%,0%,i,-3.2%,-1%,1%,-0.4%,1%,-3%,-4%
O=C(NCC1CCCO1)c1cc(-c2ccco2)nc2ccccc12 (stereo not drawn),13µM*,-3%,-14%,i,-2.7%,32µM*,-26%,-0.2%,-26%,21%,6%
Cc1ccccc1SCC(=O)NC1CCOC1=O (stereo not drawn),?,-3%,0%,i,-0.7%,-7%,-2%,-2.2%,-1%,12%,7%
CCc1cc(C=NC2CCCCC2)c(O)s1,?,-3%,2%,i,-4.4%,-4%,-2%,-0.2%,13µM*,27%,-12%
COc1ccc(NC(=O)c2oc3cc(C)c(C)cc3c2C)c(OC)c1,24%,3%,2%,i,-1.3%,-1%,0%,-0.9%,0%,25%,-2%
CCN1CCN(Cc2cc(=O)oc3cc4c(cc23)CCC4)CC1,4%,-4%,-3%,i,0.2%,-1%,-1%,0.6%,2%,28%,-3%
Cc1cc(C)c(C(N)=O)c(NCCc2ccccc2)n1,7%,-11%,1%,i,-1.3%,-2%,1%,0.9%,-6%,-1%,-2%
CC1CCC2CC1C2(C)C (stereo not drawn),-2%,-12%,-2%,·,-1.5%,-4%,1%,-1.4%,4%,5%,·
Oc1c(-c2cc(-c3ccco3)[nH]n2)ccc2ccccc12,1%,16µM*,-2%,i,-0.5%,-6%,-9%,-2.5%,-18%,-26%,-20%
C=C(C)C(=O)OCCCCCCCCCC,-1%,11%,-3%,·,-0.1%,-12%,1%,0.2%,5%,-4%,·
Cc1cccc(C(C)(C)C)c1OCCn1ccnc1,5%,?,2%,i,-0.5%,-4%,1%,-0.5%,6%,14%,2%
CC1(C)S[C@@H]2[C@H](NC(=O)C3(N)CCCCC3)C(=O)N2[C@@H]1C(=O)O,8%[11.4 µM],2%[11.4 µM],-2%[11.5 µM],i,-0.7%[15.4 µM],-8%[11.4 µM],1%[11.5 µM],-0.4%[15.4 µM],6%[11.4 µM],6%[11.4 µM],·
N[C@H](Cc1ccc(F)cc1)C(=O)O,-8%,-6%,0%,i,-1.2%,2%,1%,-1.3%,-1%,8%,-9%
COc1ccc(O)c(C(=O)c2cc(C#N)c(=O)n(CCN3CCOCC3)c2)c1,1%,-6%,-7%,i,0.0%,-5%,-7%,0.5%,4%,-8%,-9%
C1CCc2c(nc3nnnn3c2N2CCOCC2)C1,-1%,3%,0%,i,-1.0%,2%,1%,-0.1%,9%,-1%,5%
CN(C(=O)C1CCOC1)c1nnc(-c2ccccn2)s1 (stereo not drawn),336%[activator],-5%,1%,i,-0.1%,-2%,0%,-1.5%,7%,1%,-1%
CCN1CCN(c2ncc(C(=O)Nc3cc(Cl)c(OC)cc3OC)c3ccccc23)CC1,4%,35%,-2%,i,-0.9%,-2%,2%,-0.1%,2%,13%,29%
Cc1cc(C)n(C(=O)C2CCCN2S(=O)(=O)c2ccc(Cl)cc2)n1 (stereo not drawn),5%,2%,-2%,i,-0.2%,-2%,2%,-0.6%,-3%,?,-1%
Cc1ccccc1-c1c(C)oc2cc(O)ccc2c1=O,20µM*,·,0%,·,0.8%,·,-2%,0.3%,-13%,1%,·
CCOC(=O)N1CCN(C(=O)CCCn2c(=S)[nH]c3ccccc3c2=O)CC1,-25%,-5%,0%,i,0.7%,-1%,0%,-3.2%,1%,-3%,68%[activator]
Cc1nc2ccc3nc(NC(=O)C4COc5ccccc5O4)sc3c2s1 (stereo not drawn),13%,299%,-4%,·,-2.0%,3%,-3%,1.0%,-3%,3%,·
Cc1ccccc1-c1cc(NCc2ccccc2)ncn1,7%,-2%,-3%,i,-0.6%,-1%,-3%,0.7%,1%,?,11%
COc1ccc(O[C@H]2C=C[C@@H](c3ccccc3)O[C@H]2COC(=O)CC/C(C)=N\O[C@@H](C)CN2CCCc3nc(C)c(C)cc32)cc1,10%[11.4 µM],·,-3%[11.5 µM],·,-0.6%[15.4 µM],·,-3%[11.5 µM],-0.4%[15.4 µM],-24%[11.4 µM],23%[11.4 µM],·
COc1ccccc1OCc1ccc(C(=O)N2CCN3CCCC3C2)cc1 (stereo not drawn),-30%,-3%,3%,i,-0.5%,-2%,1%,0.4%,-7%,-1%,13%
O=C(CN(CC(=O)N1CCOCC1)S(=O)(=O)c1ccc(Br)s1)N1CCOCC1,5%,-6%,-2%,i,-1.5%,-8%,0%,1.0%,7%,1%,-9%
Cc1ccc2nc(C3CCN(CC(=O)Nc4ccc5c(c4)OCCO5)CC3)[nH]c2c1,0%,-2%,2%,i,0.4%,2%,-3%,-0.3%,8%,-2%,23%
CCS(=O)(=O)CCSc1nc2ccccc2o1,2%,-8%,1%,i,-1.6%,-3%,0%,2.3%,6%,3%,1%
O=C1CC(C(=O)Nc2nccs2)C(c2ccccc2)O1 (stereo not drawn),9%,-3%,0%,·,-2.4%,-2%,-1%,-1.1%,6%,-2%,0%
COc1ccc(-c2n[nH]c(C)c2-c2ccc(OC)c(OC)c2)c(O)c1,-6%,1%,-3%,i,0.4%,1%,0%,0.7%,-23%,11%,12%
O=C(NC1CCCCC1)c1cc2nc(-c3ccco3)cc(C(F)(F)F)n2n1,101%[activator],-26%,-17%,i,-1.8%,0%,-12%,-0.3%,3%,-3%,21%
Cn1c(C(=O)NCc2cccnc2)cc2sccc21,-5%,1%,-1%,i,0.1%,-1%,0%,0.8%,-6%,4%,1%
CCOc1ccc(C2=Nn3c(nnc3-c3ccccc3)SC2)cc1Cl,-10%,-19%,1%,i,-1.2%,3%,0%,-1.4%,-4%,1%,8%
CC(=O)Nc1ccc(OCC(O)Cn2nc(C)nc2C)cc1 (stereo not drawn),-5%,9%,0%,i,-0.3%,4%,-2%,-0.4%,7%,-2%,-12%
O=C(NCCCNCc1ccccc1)c1ccc(/C=N/O)nc1,6%[11.4 µM],-8%[11.4 µM],-1%,·,-0.7%,-4%[11.4 µM],0%,1.1%,36%[activator][11.4 µM],1%[11.4 µM],5%[7.66 µM]
COc1ccc(N=CC2=C(O)CC(C)(C)CC2=O)cc1,-13%,2%,-3%,·,-2.4%,-1%,0%,0.7%,1%,16%,6%
CCN(CC)C(=O)c1ccc(NS(=O)(=O)c2ccccc2)cc1,0%,-1%,-1%,i,-3.3%,-1%,2%,-2.0%,7%,5%,5%

Only part of the results is shown; rates above refer to the full screens.
